KDM5B inhibitor = Primary screen for KDM5B Histone Demethylases FDH-coupled qHTS | KDM5B demethylase, FDH-coupled NADH fluorescence (FDH is formaldehyde dehydrogenase) | Potency, µM (titrated, usually from 57.7 µM), inactives show top-dose activity change, negative = inhibition, actives largely listed as inhibitors | 220,000 compounds, 2.6% hits | AID 1347165, 2019; active means well fitted inhibition curve with a large enough effect; inconclusive means small, poorly fitted or top-dose-only effect; inactive means no such curve, though single readings can be large or run the other way; further: 0% is about no effect; nearly all actives have a fitted effect of over 70% in size
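Here, H3K4me3 peptide (12.5 µM in substrate mix) is demethylated by KDM5BΔAP, 200 nM final, after 10 min compound exposure. Formaldehyde product is coupled through FDH (0.25 U/mL in mix) to NADH fluorescence; 30-min ΔRFU feeds dose-response curves.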
The depositor's hits bear a star; u = inconclusive; [ ] = dose if it differs, or a comment. Potency means the concentration at half of the fitted maximal effect. Some of the compounds tested. The share of hits here may be higher or lower than overall.

The first three records as a preview:
SMILES	KDM5B inhibitor
COc1ccc(C(=O)N2CCC(N3CC4CC(C3)[C@H]3CCCC(=O)N3C4)CC2)c(OC)c1 (stereo partly specified)	u
Cc1ccc(C(=O)Nc2ccccc2SCc2cc(=O)n3c(ncn3C(C)C)n2)cc1F	13.9%
O=C(CN1CC2CC(C1)[C@H]1CCCC(=O)N1C2)N1CCCC1 (stereo partly specified)	10.9%

Main list, from the start:
SMILES	KDM5B inhibitor
COc1ccc(C(=O)N2CCC(N3CC4CC(C3)[C@H]3CCCC(=O)N3C4)CC2)c(OC)c1 (stereo partly specified)	u
Cc1ccc(C(=O)Nc2ccccc2SCc2cc(=O)n3c(ncn3C(C)C)n2)cc1F	13.9%
O=C(CN1CC2CC(C1)[C@H]1CCCC(=O)N1C2)N1CCCC1 (stereo partly specified)	10.9%
CCOc1ccc(C(=O)Nc2ccc(-c3nc4ccccc4s3)c(C)c2)cc1OCC	u
COc1ccc(Br)c(C(=O)OC(C)C(=O)Nc2c(C)n(C)n(-c3ccccc3)c2=O)c1 (stereo unspecified)	-3.0%
CN(C)S(=O)(=O)N(CC(=O)NCCSCc1c(F)cccc1Cl)c1ccccc1	-14.4%
Cc1ccc(S(=O)(=O)N2CCCc3cc(NC(=O)c4ccc(Cl)cc4)ccc32)cc1	u
CCCCc1nnc(NC(=O)COc2ccc3c(C)cc(=O)oc3c2)s1	u
CC12CCC(C(=O)N/N=C/c3ccc(O)cc3)(OC1=O)C2(C)C (stereo unspecified)	-2.7%
CN(C)c1ccc(CNc2nc(-c3ccco3)nn2S(=O)(=O)c2ccc3ccccc3c2)cc1	u
Cc1nc2n(c1C(=O)NCCc1ccccc1)CCC(Nc1cccnc1)C2 (stereo unspecified)	u
Cn1c(=O)c2c(-c3cccc(Br)c3)n(CCO)cc2n(C)c1=O	u
CCCSc1nc2c(c(=O)[nH]1)C(c1ccc(O)c(OCC)c1)CC(=O)N2 (stereo unspecified)	-26.3%
CCCc1noc(CSc2nc3sc(C)c(C)c3c(=O)n2CCOC)n1	-0.5%
Cc1ccc(NC2c3ccccc3C(=O)N2c2cccnc2)cc1 (stereo unspecified)	38.3%
O=C(NC1CCCCC1)c1cc(-c2ccccc2)nc2ccccc12	-1.6%
COCC(=O)N1CCC2(CC1)NCCc1c2[nH]c2ccccc12	-40.8%
CCc1nnc([C@@H]2CC(F)(F)CN2C(=O)Cn2cccn2)o1	-4.9%
O=C(O)CCc1conc1-c1ccc(F)cc1	-7.8%
Cc1ccc(C2Cn3nnc(C(=O)N4CCC(C(=O)NC5CC5)CC4)c3CO2)cc1 (stereo unspecified)	12.3%
CC(=O)c1csc(NC(=O)Cn2ccc(=O)n(C)c2=O)n1	-3.7%
Cc1ccc(NC(=O)Cn2nc(C(F)(F)F)c3c2CCCC3)cc1	-19.3%
CCOc1ccc2c(n1)CCN(C(=O)c1cnccn1)C2	8.4%
COc1ccc(C(CC(=O)Nc2ccccn2)N2Cc3ccccc3C2=O)cc1 (stereo unspecified)	39.1%[activator]
O/N=C/c1ccc2ccccc2n1	15.0%

In another format: three of the compounds above.
molecule,KDM5B inhibitor
O=C(CN1CC2CC(C1)[C@H]1CCCC(=O)N1C2)N1CCCC1 (stereo partly specified),10.9%
O/N=C/c1ccc2ccccc2n1,15.0%
CCOc1ccc2c(n1)CCN(C(=O)c1cnccn1)C2,8.4%

Later entries.
SMILES	KDM5B inhibitor
Oc1ccccc1Oc1ccc2nnc(-c3ccc(Br)cc3)n2n1	-20.2%
COc1cc(OC)cc(C(=O)Nc2ncc3c(n2)CC(c2ccco2)CC3=O)c1 (stereo unspecified)	-9.7%
O=C(Nc1ccccc1F)c1ccc(-c2ccccc2)s1	u
CNc1c(NC(=O)Nc2ccccc2C(F)(F)F)c(=O)oc2ccccc12	-6.1%
COc1ccc([C@H]2C[C@@H](O)[C@@H](O)[C@@H]2NC(=O)c2cc(C)oc2C(F)(F)F)cc1	-18.5%[86.2 µM]
Cc1ccc(CN(C)C(=O)COc2ccc3ccc(=O)oc3c2)cc1	u
COC(=O)[C@H]1C[C@@]2(C)c3ccccc3N(S(=O)(=O)c3ccccc3)[C@H]2N1	-1.1%
CCN1CCn2c(nc3cc(NC(=O)Cn4nc(C)c5ccccc5c4=O)ccc32)C1	u
COc1ccc(CCn2c(=O)c3cccnc3n(CC(=O)Nc3ccc(C)c(F)c3)c2=O)cc1OC	-20.5%
Brc1ccc(-c2csc(Nc3nc(-c4ccc(Br)cc4)cs3)n2)cc1	-24.7%
O=C(/C=C/c1cccc(Cl)c1)c1ccc(N2CCOCC2)cc1	1.0%
COc1ccc(-c2ccc3nnc(CNC(=O)COc4cccc(C)c4)n3n2)cc1	25.1µM*
COCCN1C(=O)c2ccccc2C(C(=O)Nc2nnc(C)s2)C12CCCCC2 (stereo unspecified)	-9.9%
COc1ccc(-c2nc(CNS(=O)(=O)c3ccc(Br)cc3)cs2)cc1	-21.6%
COc1ccc(F)c(CN2CCCC(O)(CN3CCC(C(C)C)CC3)C2=O)c1 (stereo unspecified)	-14.6%
Cc1ccc(NC(=O)CCn2ccn3nc4c(c3c2=O)CCCC4)c(C)c1	3.2%
CCOC(=O)C1=C(CS(=O)(=O)c2ccc(Cl)cc2)NC(=O)NC1c1ccc(SC)cc1 (stereo unspecified)	-3.8%
CC(C)CNC(=O)CN1c2cccc3cccc(c23)S1(=O)=O	u
CC(C)CC(=O)N1CCCCCC1c1nnc(-c2ccccc2)o1 (stereo unspecified)	-23.2%
O=c1c(-c2ccc3c(c2)OCCO3)coc2cc(OC3OC(CO)C(O)C(O)C3O)ccc12 (stereo unspecified)	13.3%
CCOC(=O)c1ccc(-n2c(-c3ccc(C)cc3)c(C)n3c4c(=O)n(C)c(=O)n(C)c4nc23)cc1	-15.7%
CC(COc1ccc(C#N)cc1F)CN1CCC(C(O)(c2ccccc2)c2ccccc2)CC1 (stereo unspecified)	-3.2%
CCn1cc(C(=O)NCc2ccc(C)cc2)c(=O)c2cc(S(=O)(=O)N(C)C3CCCCC3)ccc21	-4.9%
Cc1sc2c(c1C)c(=O)n(Cc1ccccc1)c(=O)n2CC(=O)Nc1cccc(Cl)c1	u
CC(=O)Nc1ccc(-c2nc(-c3ccc4c(c3)CCC4)cs2)cc1	u

Ordered by value in KDM5B inhibitor (high to low): 5 from the list above
SMILES	KDM5B inhibitor
O=c1c(-c2ccc3c(c2)OCCO3)coc2cc(OC3OC(CO)C(O)C(O)C3O)ccc12 (stereo unspecified)	13.3%
CCOC(=O)C1=C(CS(=O)(=O)c2ccc(Cl)cc2)NC(=O)NC1c1ccc(SC)cc1 (stereo unspecified)	-3.8%
CNc1c(NC(=O)Nc2ccccc2C(F)(F)F)c(=O)oc2ccccc12	-6.1%
COCCN1C(=O)c2ccccc2C(C(=O)Nc2nnc(C)s2)C12CCCCC2 (stereo unspecified)	-9.9%
COc1ccc(-c2nc(CNS(=O)(=O)c3ccc(Br)cc3)cs2)cc1	-21.6%

The results go on.
SMILES	KDM5B inhibitor
CCc1c(C)sc(NC(=O)c2ccoc2C)c1C(N)=O	u
COc1ccc(C2(c3nc(C4CCOC4)no3)CCCC2)cc1OC (stereo unspecified)	11.7%
CCCN1CCCCC12Cc1ccccc1CN(C(=O)C1CCN(C)CC1)C2 (stereo unspecified)	-20.3%[115 µM]
CCn1cc(S(=O)(=O)c2ccc(OC)cc2)c(=O)c2cc(F)c(N3CCCCCC3)cc21	-9.2%
CCCCS(=O)(=O)NC(C)C(=O)O (stereo unspecified)	13.3%
CCC1(c2ccc(F)cc2)NC(=O)N(CC(=O)Nc2cccc(S(=O)(=O)N3CCCC3)c2)C1=O (stereo unspecified)	4.7%
Cc1ccc(CN(C)C(=O)c2cc3c(F)cccc3[nH]2)o1	-7.3%
Cc1ccc(SC(C)C(=O)NC(C)(C#N)C(C)C)cc1C (stereo unspecified)	10.6%
c1ccc(CN2CCN(Cc3c[nH]c4ccccc34)CC2)cc1	-15.5%
NC(=O)C1CCN(C(=O)[C@H]2C[C@@H](O)[C@H](O)[C@@H]3N=C(Nc4ccc(F)cc4)S[C@@H]32)CC1	22.3%
Cc1cnc(C)c(-c2cc(O)c3c(c2)CN(CC2CNC(=O)O2)CCO3)n1 (stereo unspecified)	-23.8%
COc1cccc(CNC(=O)CCc2nnc3n(C)c(=O)c4sccc4n23)c1	-5.7%
c1ccc(C2=NOC3(CCN(C4CCCCC4)CC3)C2)cc1	u
CCn1ncc(N2CCC(NC(=O)Cc3ccsc3)CC2)cc1=O	-6.7%
COCCNC(=S)N(CCc1c(C)[nH]c2ccc(F)cc12)Cc1ccc(C)cc1	-13.0%
Cc1ccccc1-c1nc(C#N)c(NCc2ccco2)o1	u
O=C(c1cccc(F)c1)N1CCOC[C@H](Oc2ccc(C(F)(F)F)cn2)C1	-6.5%[86.2 µM]
O=C1CO[C@H]2CN(Cc3ccc(F)c(F)c3)C[C@H]2N1Cc1ccccn1	-30.5%[86.2 µM]
C=CC(=O)Oc1ccc(C(=O)Oc2ccc(CCCC)cc2)cc1	-9.5%
Cc1cccc(NC(=O)C(=O)NCC(c2cccnc2)N2CCOCC2)c1 (stereo unspecified)	0.8%
O=C1Nc2cc(Br)ccc2C1(O)c1ccccc1O (stereo unspecified)	24.8%
CCC(=O)Nc1ccc(CC)cc1-c1nc2ccccc2n(CC(=O)Nc2cccc(OC)c2)c1=O	-10.9%
COc1ccc(CCNC(=O)C(=O)Nc2ccc(C)c(C)c2)cc1	6.3%
COc1ccc(C)cc1NC(=O)CN1C(=O)CCc2cc(S(=O)(=O)N3CCOCC3)ccc21	5.6%
O=C(c1cccc(Cl)c1)N1CCCC(c2nc3ccccc3o2)C1 (stereo unspecified)	9.3%

(list continues)
SMILES	KDM5B inhibitor
Cc1ccc(C)c(NC(=O)CSc2nnc3[nH]c(=O)cc(-c4ccccc4)n23)c1	u
COc1ccc(CCC(=O)N2CCC3(CC2)CN(Cc2ccc(OC)cc2)C3=O)cc1	36.0%[activator]
CCOc1cc(C(=O)N2CCC[C@H]2c2nc(-c3ccccc3Cl)no2)cc(OCC)c1OCC	11.3%
NC(=O)c1cc(-c2ccc(Br)cc2)nc2ccccc12	u
O=C(Cn1ncc2c3ccccc3n(Cc3ccccc3)c2c1=O)NCc1cccs1	u
Cc1cc(C)cc(C(=O)N2CCCC3(C2)NC(=O)N(Cc2ccccc2)C3=O)c1 (stereo unspecified)	-5.9%
Cc1ccc(NC(=O)C(=O)NCCCN2CCOCC2)cc1C	5.4%
Cc1ccc(C)c(NC(=O)CCc2ncc(-c3c(F)cccc3F)o2)c1	11.1%
CCn1c(SCCOc2ccccc2F)nc2ccccc21	-20.2%
O=C1NCCCCCCN(C(=O)c2ccco2)[C@H]2C[C@H](C(=O)N3CCN(c4ccccn4)CC3)C[C@@H]12	25.1µM*
CN(C)CCNC(=O)CCNc1nc(Cl)nc2nc[nH]c12	8.7%
NC(=O)CN1C(=O)CO[C@H]2CN(Cc3ccc4c(c3)OCO4)C[C@H]21	2.7%[86.2 µM]
CC(=O)N1CCC(Nc2nc(-c3cccnc3)nc3ccccc23)CC1	-19.2%
C/C(=N/Nc1ccc(S(N)(=O)=O)cc1[N+](=O)[O-])c1cc2ccccc2o1	-0.6%
Clc1ccccc1Cn1c(-c2cccs2)nc2ccccc21	u
O=C(Cc1ccccc1)N1CCC(Oc2cccc(F)c2)C1 (stereo unspecified)	-1.0%
O=C(c1ccc(Cl)cc1Cl)N1CCC(C(=O)N2CCOCC2)CC1	2.5%
O=C1[C@H]2CN(Cc3ccc(Br)cc3)C[C@H]2C(=O)N1Cc1ccc2c(c1)OCO2	-1.0%
COc1ccc(N(C(=O)c2snc(C(N)=O)c2N)C(C(=O)NC2CCCC2)c2ccc(C)o2)c(OC)c1 (stereo unspecified)	u
CCc1ccc(S(=O)(=O)NCc2nc3cccnc3n2Cc2cccc(OC)c2)cc1	-14.5%
COc1ccc(-c2coc3cc(OCC(=O)NCc4ccc(F)cc4)ccc3c2=O)cc1OC	-11.7%
O=C(NCC1CCN(Cc2cccc(F)c2)CC1)c1cc2ccc3cccnc3c2[nH]1	8.2%
O=C(NC1CC(=O)N(c2ccc(Cl)cc2)C1)C(=O)c1c[nH]c2ccccc12 (stereo unspecified)	u
CN1Cc2nnn(Cc3ccccc3)c2-c2cc(F)ccc2S1(=O)=O	7.6%
CN(C(=O)CSc1nc2ccc(NC(=O)COc3ccccc3)cc2s1)c1ccccc1	-35.4%

The results go on.
SMILES	KDM5B inhibitor
Cc1nc(S(=O)(=O)N2CCC(Cc3noc(-c4ccccc4)n3)C2)cn1C (stereo unspecified)	20.1%
COCCNc1nc2c(c(=O)n(C)c(=O)n2C)n1Cc1cccc(Br)c1	-4.3%
Cn1c2c(cc(C(=O)N3CC[C@](C)(O)[C@@H](O)C3)c1=O)CCCC2	u
CCc1cc(=O)n(CC(=O)Nc2ccccc2C)c(-c2cccc(F)c2)n1	-2.0%
O=C(c1cccc(Br)c1)c1coc2ccc(O)cc12	10.3%
COc1ccc(-c2nnc(C(C)N(C)Cc3ccccc3)o2)cc1 (stereo unspecified)	-3.9%
CC(C)NC(=O)C1CCc2nnc(C3CCN(S(=O)(=O)c4ccccc4)CC3)n21 (stereo unspecified)	10.0%[115 µM]
Cc1nc(NC2CCCCC2)sc1C(=O)Nc1ccccc1	-18.6%
COc1ccc(S(=O)(=O)N2C[C@@H]3C[C@H](C2)c2c(-c4ccc(NC(C)=O)cc4)ccc(=O)n2C3)cc1	u
COc1cccc(C(=O)COC(=O)c2cc(-c3cccs3)nc3ccccc23)c1	u
COc1ccc(Nc2ncc(C(=O)N3CCN(c4ccc(OC)cc4)CC3)c3ccccc23)cc1	u
O=C(Cn1ccc2ccc(Cl)cc21)Nc1ccc2[nH]ccc2c1	-3.0%
O=C(CSc1nc2ccccc2c2nc(-c3ccccc3)nn12)Nc1ccc(F)cc1	-4.8%
O=C(COc1ccccc1Cl)N1CCC(c2nc3ccccc3o2)CC1	16.2%

Assay outcomes as filed in PubChem BioAssay.
